MC4R barr agon: agonists of human melanocortin 4 receptor (MC4R) beta-arrestin; U2OS MC4R beta-arrestin complementation, luminescence; percent of melanotan II response, DMSO zero; activation, % at 8.9 µM; actives 0.98% (n = 360,000);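 active means activation above a per-plate cutoff, the mean activation of sample wells on that plate plus 3 SD, cut at about 8% in these data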
NOD2 RIPK2 PPI: blocks binding of human NOD2 to RIPK2; O43353; CHO BLA complementation NOD2-RIPK2, CCF4 ratio; inhibition, % at 4.98 µM; actives 0.38% (n = 360,000); in the data active means inhibition above about 21%;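 further: 0% = vehicle only and 100% = reference blocker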
Vif inh: blocks HIV Vif function | HEK293T cells, Vif self-association by quenched fluorescence, imaging, 24 h | inhibition, % at 7.49 µM | actives 0.35% (n = 340,000); in the data active means inhibition above about 50%, passing the limit was not always enough; further: some results filed as inactive read as strong as hits
Granule exo inh: blocks lytic granule exocytosis; actives 0.66% (n = 360,000); TALL-104 LAMP-1 surface exposure, flow cytometry; cells stimulated with thapsigargin and PMA; inhibition, % at 10 µM;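 active means inhibition above about 55%, limit read from the data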
aDG glyco up: alpha-DG glycosylation activation; Pro5-aDG cells, alpha-DG glycosylation AlphaScreen (IIH6); 0% Pro5, 100% B10-LARGE cell signal; activation, % at 10 µM; actives 0.22% (n = 360,000); AID 624168;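 active means activation of at least 8% versus controls, or a plate z-score of at least 8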;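 further: Pro5 are CHO cells carrying HIG-tagged alpha-DG that lacks glycosylation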
N-glyco inh: blocks N-linked glycosylation in D54 reporter cells | D54 ERlucT glycosylation luciferase reporter, 24 h; percent of 100 nM tunicamycin response | actives 0.23% (n = 360,000) | reporter increase, % at 12.5 µM;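 active means mean luciferase reporter signal, scaled so untreated is 0 and the glycosylation-blocking control 100, at or above a set limit in every replicate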;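 further: luciferase carries N-glycosylation sites so blocking glycosylation raises the light; 0% = median of neutral control wells and 100% = median of 100 nM tunicamycin wells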
ABCB6 inh 2: human ABCB6 transporter inhibition; Q9NP58; K562-ABCB6 porphyrin accumulation, flow cytometry, 1 h; hits give low values; fluorescence ratio to DMSO, % at 10 µM; actives 0.19% (n = 360,000); AID 602162;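 active means fluorescence ratio to DMSO below 75%, the collection mean minus 3 SD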;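 further: signal is porphyrin accumulated inside mitochondria; 100% equals median channel fluorescence of DMSO control wells; lower ratio means ABCB6 inhibition with less porphyrin fluorescence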
MC4R antagonist: antagonists of human melanocortin 4 receptor (MC4R). P32245. MC4R-expressing cells, MTII-stimulated cAMP, LANCE TR-FRET. inhibition, % at 6.5 µM. actives 0.48% (n = 360,000). AID 540295;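 active means inhibition above its plate's cutoff, the mean of tested wells on that plate plus 3 SD, cut at about 29% in these data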;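 further: 0% = Melanotan II alone and 100% = Melanotan II plus saturating MCL0020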
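material = U2OS cells stably expressing human melanocortin 4 receptor (MC4R) | also added = Melanotan II challenge | dosing = single nominal compound dose of 6.5 µM | detection = TR-FRET with Eu-cAMP and labeled anti-cAMP, 671 nm | replication = singlicate | timing = compound 30 min, challenge 1 h, detection 1 h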
ABHD5-PLIN5 inh: ABHD5-PLIN5 protein interaction inhibition. Q00G26+Q8WTS1. Split G. princeps luciferase complementation, luminescence, 4 h. inhibition, % at 4 µM. actives 0.78% (n = 360,000);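 active means inhibition above the mean inhibition across every tested compound plus 3 SD, cut at about 22% in these data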;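 further: 0% = DMSO only wells and the 100% control is not disclosed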
TLR9-MyD88 inh: TLR9-MyD88 interaction inhibition; Q9NR96+Q99836; CHO BLA complementation TLR9-MyD88, CCF4 FRET ratio; inhibition, % at 4.98 µM; actives 0.21% (n = 340,000);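 active means inhibition above the mean over all tested compounds plus 3 SD, cut at about 21% in these data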;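 further: 0% = DMSO only wells and 100% = clavulanate BLA inhibitor control wells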
Target sequence (Q99836 whole entry, looked up): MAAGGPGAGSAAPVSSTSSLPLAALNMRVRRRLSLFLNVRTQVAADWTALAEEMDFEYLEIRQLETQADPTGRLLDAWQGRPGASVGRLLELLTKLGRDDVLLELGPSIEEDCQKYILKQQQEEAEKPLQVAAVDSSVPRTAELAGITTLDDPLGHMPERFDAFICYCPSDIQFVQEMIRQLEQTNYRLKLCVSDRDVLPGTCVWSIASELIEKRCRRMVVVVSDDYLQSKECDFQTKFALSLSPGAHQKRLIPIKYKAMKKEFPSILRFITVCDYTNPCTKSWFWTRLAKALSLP
Target sequence (Q9NR96 whole entry, looked up): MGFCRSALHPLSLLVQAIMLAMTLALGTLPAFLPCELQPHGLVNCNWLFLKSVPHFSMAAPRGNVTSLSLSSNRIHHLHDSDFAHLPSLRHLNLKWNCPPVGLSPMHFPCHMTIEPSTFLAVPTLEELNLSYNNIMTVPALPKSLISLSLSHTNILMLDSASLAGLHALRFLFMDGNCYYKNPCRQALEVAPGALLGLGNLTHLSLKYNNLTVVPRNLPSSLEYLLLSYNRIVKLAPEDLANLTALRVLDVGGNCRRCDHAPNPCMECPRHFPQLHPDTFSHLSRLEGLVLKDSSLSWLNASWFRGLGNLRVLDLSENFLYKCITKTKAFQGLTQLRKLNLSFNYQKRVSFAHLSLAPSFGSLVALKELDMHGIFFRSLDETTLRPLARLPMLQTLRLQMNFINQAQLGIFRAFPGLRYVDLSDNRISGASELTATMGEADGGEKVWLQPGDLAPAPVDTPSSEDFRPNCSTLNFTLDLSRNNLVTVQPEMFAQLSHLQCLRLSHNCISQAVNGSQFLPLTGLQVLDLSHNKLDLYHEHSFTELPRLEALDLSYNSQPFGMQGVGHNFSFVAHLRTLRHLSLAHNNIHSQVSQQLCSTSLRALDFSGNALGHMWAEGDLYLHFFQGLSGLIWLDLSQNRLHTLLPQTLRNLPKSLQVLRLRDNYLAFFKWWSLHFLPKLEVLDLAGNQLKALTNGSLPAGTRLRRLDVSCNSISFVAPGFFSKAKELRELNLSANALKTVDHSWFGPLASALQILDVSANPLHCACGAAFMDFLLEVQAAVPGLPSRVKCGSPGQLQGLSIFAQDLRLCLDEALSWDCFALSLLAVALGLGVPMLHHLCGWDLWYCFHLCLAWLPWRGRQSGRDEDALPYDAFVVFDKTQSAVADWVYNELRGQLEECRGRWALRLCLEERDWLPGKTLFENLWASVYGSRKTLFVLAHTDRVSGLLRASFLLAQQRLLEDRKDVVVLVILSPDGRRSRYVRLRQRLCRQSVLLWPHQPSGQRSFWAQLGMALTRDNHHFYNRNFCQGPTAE
* = called active by the depositor; . = not tested or not shown. An excerpt, so the mix of outcomes need not match the whole.

structure	Vif inh	Granule exo inh	MC4R antagonist	MC4R barr agon	ABHD5-PLIN5 inh	NOD2 RIPK2 PPI	ABCB6 inh 2	aDG glyco up	N-glyco inh	TLR9-MyD88 inh
COc1cccc(NC(=O)Cc2cccs2)c1	-13	-1	1	-2.3	6	-1	83	0.1	0	4
CCC(C)NC(=O)C1CCN(S(=O)(=O)c2cccs2)CC1 (stereo unspecified)	11	-3	-7	0.0	-6	1	99	-0.2	-1	-2
Cc1ccccc1NC(=O)N1CCCC1C(=O)NCc1cccs1 (stereo unspecified)	3	2	8	-0.6	-2	1	96	0.1	1	-4
CN1CCCC(C)(C(=O)Nc2ccc3scnc3c2)C1 (stereo unspecified)	12	-2	-1	-0.3	-11	10	100	-0.1	1	.
Cc1ccc(CNc2ccc(N3CCOCC3)cc2)cc1	15	-14	1	2.9	-12	-2	101	0.0	3	-1
Cc1cc(/C=N/NC(=O)c2ccoc2C)cc(C)c1O	.	6	-8	-0.8	1	2	96	-0.3	1	0
COc1ccccc1-n1cc(CN2CCc3onc(-c4ccc(Br)cc4)c3C2=O)nn1	.	5	.	.	7	13	.	-0.1	.	.
Cc1cc(NC(=O)c2cccc(S(=O)(=O)N3CC(c4ccccc4)CC3=O)c2)no1 (stereo unspecified)	12	0	10	-1.7	-3	-7	105	0.0	1	9
O=[N+]([O-])c1cc(S(=O)(=O)N2CCCC2)ccc1OCc1ccccc1	6	47	-1	-0.3	-2	0	95	0.0	0	6
CCc1ccc(-c2nc(C)c(CCO)c(=O)[nH]2)cc1	-3	1	9	-1.3	4	7	93	0.8	0	6
CCOC(=O)c1cnc2c(cnn2C)c1NCCC(O)C(F)(F)F (stereo unspecified)	-2	0	0	-1.1	-2	1	99	0.4	6	13
O=C(NCCN1CCN(c2cccc(Cl)c2)CC1)c1ccc(CSc2nc3ccncc3[nH]2)cc1	-19	-8	13	-0.4	7	-1	97	0.7	-5	7
CCn1ncc(Cl)c1C(=O)Nc1cc(Cl)ccc1Cl	-7	-2	28	7.4	-6	-10	104	0.2	-3	-2
CN(C)C(=O)CCc1nc2sc3c(c2c(=O)[nH]1)CCCC3	-3	2	1	0.4	4	-10	103	-0.1	2	2
CCN(CC)c1ccc(/C=C/C(=O)c2cccnc2)cc1	-12	19	-1	3.4	12	-18	111	-0.3	-3	0
CC(=O)N1N=C(c2ccc(C(C)(C)C)cc2)OC1(C)C	4	0	3	-0.9	-4	2	98	-0.2	1	-4
CCCOc1ccc(CSc2n[nH]c(C)n2)cc1	-5	4	9	-1.6	1	-2	95	0.4	-1	-8
COc1ccc(-c2c(C)oc3c(CN4CCN(C)CC4)c(O)ccc3c2=O)cc1	8	2	-1	-0.8	3	-6	97	0.0	2	-1
CC(C)(C)OC(=O)[C@H](CCCCN)NC(=O)c1[nH]cnc1C(=O)N[C@@H](Cc1ccccc1)C(=O)OCc1ccccc1	-4	2	10	-2.8	8	0	99	0.0	2	2
COc1ccc(CNc2cccc(C)n2)c(O)c1	8	2	1	-1.9	0	2	97	0.0	1	1
CC1(C)C[C@@H](O)[C@]2(C)CC[C@]3(C)C(=CCC4[C@@]5(C)CC[C@H](O)[C@](C)(CO)C5CC[C@]43C)[C@@H]2C1 (stereo partly specified)	0	-2	2	2.2	-7	-10	90	0.1	-2	3
N=c1c2ccccc2nc2n1CCCCCCCCCCC2	-18	50	6	1.1	6	-7	95	0.9	0	-3
CC(C)SCCCCOc1ccc2ccccc2c1	0	-3	11	1.6	-7	-9	108	0.0	-4	8
CCC(=Nc1ccccc1O)C1=C(O)CC(c2ccccc2)CC1=O (stereo unspecified)	17	2	11	-0.3	6	-8	105	1.8	3	0
CN(/N=C/c1cc(Cl)cc(Cl)c1O)c1c(Cl)cccc1[N+](=O)[O-]	1	4	30*	-0.4	-4	0	101	-0.2	0	2
CN(CC(=O)Nc1nc2ccccc2s1)S(=O)(=O)c1ccccc1	2	-3	5	0.6	-4	-16	86	0.5	-1	-1
CCOC(=O)C1CCN(C(=O)CN2C(=O)C(C(C)C)Oc3ccccc32)CC1 (stereo unspecified)	-7	5	6	1.9	1	1	100	0.2	0	-1
O=C(CCSCc1ccc(Cl)cc1)NC1CCCC1	-1	-2	-5	-1.3	-5	-2	95	-0.3	2	-7
COc1cccc(-c2c(C#N)c(N)nc3c2c(C)nn3-c2ccccc2)c1O	-8	-1	15	0.4	-2	7	98	0.1	3	-3
CC(=O)c1cc(C#N)c(SCc2ccc(F)cc2)nc1C	-8	1	-8	1.6	5	-3	91	-0.1	-3	-10
CCOc1ccccc1NC(=O)CN1CCC(NC(=O)Nc2ccccc2)CC1	-5	3	8	-0.4	-4	-9	93	-0.1	-6	-6
Cc1ccccc1OCC(=O)Nc1cccc(Cl)c1C	2	-13	4	8.6*	-2	0	97	0.0	-2	-14
CCCN1CCC(Oc2cccc(C(=O)NCCc3ccccc3)c2)CC1	-1	0	11	-2.9	-2	7	98	1.0	-4	-7
Cc1cc(Cl)ccc1OCC(=O)N1C(C)CCCC1C (stereo unspecified)	.	-1	4	-1.0	-2	5	95	0.3	-3	-2
CCN(CC)C(=O)c1ccc2nc([C@H]3C[C@H](O)[C@@H](CO)O3)[nH]c2c1	-3	5	-8	-0.1	3	-13	99	0.0	-1	.
Cc1ccc(-c2cc(C(=O)Nc3nccs3)c3ccccc3n2)o1	-13	46	12	0.5	11	-2	99	0.0	8	-4
N#Cc1c(NC(=O)c2ccncc2)sc2c1CCC2	-5	-2	3	-2.4	-10	5	99	0.0	2	4
O=C(Nc1c2c(nn1-c1ccc(F)cc1)CS(=O)C2)c1ccc2c(c1)OCO2 (stereo unspecified)	0	-1	0	-1.9	-2	-4	93	0.1	2	-2
COc1ccc(S(=O)(=O)N2CCCCCC2)cc1NC(=O)Cc1ccccc1F	2	-2	-5	-3.1	-9	-9	101	0.2	-6	-3
CC(=O)Oc1ccccc1/C=C/c1nc2ccccc2c(=O)o1	-3	0	4	-0.5	3	6	98	0.0	-13	8
CCOC(=O)C[C@H]1c2ccccc2S(=O)(=O)N1c1ccccc1	6	-2	12	1.0	-5	-7	92	0.0	-1	2
CC(Oc1ccccc1)C(=O)NNC(=O)c1ccccn1 (stereo unspecified)	-18	33	4	-1.7	3	3	101	0.7	-2	4
O=C(N1CCN(c2ccccc2)CC1)C12CC3CC(CC(C3)C1)C2	-12	0	-2	-2.1	-10	4	80	0.0	-1	8
O=C(c1cc(-c2ccco2)nc2ccccc12)N1CCN(Cc2ccccc2)CC1	30	3	13	0.7	11	-2	97	-0.2	0	4
O=C1OCCOC2CCCc3oc(C4=CCCCC4)c1c32 (stereo unspecified)	.	1	.	.	-1	-3	96	-0.2	.	.
Oc1c(Br)cc(/C=N/Nc2ccc(Cl)nn2)cc1Br	-16	6	7	-0.2	3	12	98	0.3	-2	3
CC1CC(C)(C)NC(=S)N1CC(=O)N1CCN(Cc2ccccc2)CC1 (stereo unspecified)	-4	1	13	-2.1	1	2	98	0.1	1	0
Cc1c(NC(=O)CN2C(=O)NC3(CCCC3)C2=O)c(=O)n(-c2ccccc2)n1C	17	-2	10	-1.3	-8	-4	95	-0.1	1	4
O=C(NCCc1ccc(Cl)cc1)c1cccnc1	2	3	7	-2.5	-7	-4	100	-0.1	0	2
CN(C)S(=O)(=O)N1CCN(C(=O)N(c2ccccc2)c2ccccc2)CC1	6	-14	2	-0.8	4	-4	107	-0.2	1	4
CCOC(=O)c1nnn(-c2nonc2N)c1C	-1	1	2	-0.8	-6	2	85	-0.2	2	2
C/C=C/c1ccc2c(c1)O[C@H](CN(C)CC1CCOCC1)[C@@H](C)CN([C@H](C)CO)S2(=O)=O	-5	4	2	-1.3	0	-1	101	5.5	2	2
CCOc1ccc(NC(=O)/C(C#N)=C/c2cn(CC(=O)O)c3ccccc23)cc1	-1	2	6	-1.0	-6	-1	101	-0.1	2	7
CC(=O)OCC1=C(C(=O)O)N2C(=O)C(NC(=O)C(C)Cn3cc(Cl)cn3)C2SC1 (stereo unspecified)	-2	-3	-3	-0.2	18	-3	103	-0.1	3	-7
CCCNC(=O)c1ccc(N2CCC3(CC2)CC(c2cccc(Br)c2)=NO3)c(NC(=O)c2c(Cl)cccc2Cl)c1	12	-2	17	3.6	-11	2	97	0.2	-3	-8
CC(=O)NC1=NN(C(C)=O)C2(S1)C(=O)N(CC(C)C)c1ccc(C)cc12 (stereo unspecified)	-5	2	-5	1.1	-11	0	97	0.2	4	-8
Cc1ccc(CNc2oc(C)nc2C#N)cc1	-7	-1	5	-1.0	-1	7	100	0.1	-1	0
CCS(=O)(=O)N1CCN(Cc2nc3ccccc3c(=O)[nH]2)CC1	.	2	-3	-1.8	-3	-17	85	0.5	3	-4
O=C(O)c1ccccc1-c1nc2ccccc2c(=O)n1O	6	2	-5	0.3	12	6	97	0.1	2	5
Cc1cccc(NC(=S)N(CCCN2CCOCC2)Cc2ccccn2)c1	-4	-3	-3	-0.5	-3	-8	96	-0.1	4	-11

The list continues.
structure	Vif inh	Granule exo inh	MC4R antagonist	MC4R barr agon	ABHD5-PLIN5 inh	NOD2 RIPK2 PPI	ABCB6 inh 2	aDG glyco up	N-glyco inh	TLR9-MyD88 inh
CN1CCN(c2ccc(-c3cccc(NC(=O)COc4ccccc4)c3)nn2)CC1	-14	9	12	0.7	6	-17	95	0.0	-13	0
CC(C)Cn1c(=O)c2c(c3ccccc31)OC(C)C(=O)N2 (stereo unspecified)	5	-3	0	-3.0	-3	-3	98	0.4	1	-2
COc1ccccc1C(=O)N/C(=C\c1ccc(Br)cc1)C(=O)NCC(=O)O	-1	-2	20	0.5	0	5	85	0.2	0	10
NC(=O)c1ccsc1NC(=O)CSc1nnc(C2CC2)n1Cc1ccccc1	-6	2	1	-1.6	6	5	103	-0.1	-1	0
COc1ccc(/C=N/NC(=O)c2ccccc2)cc1OS(=O)(=O)c1ccccc1	-3	-3	6	-3.0	-6	-5	100	0.6	3	1
CCCNC(=O)C1(C)CCCN(Cc2ccccc2F)C1 (stereo unspecified)	15	2	8	-1.4	1	-8	78	0.1	0	.

Bioassay records deposited in PubChem BioAssay by several laboratories.
